Source: PubChem (NCI)
Growth percent in the NCI-60 one-dose screen (48 h, 10 µM unless noted): 100 = growth as untreated, 0 = no growth, -100 = all killed.
UO-31 = UO-31 renal cancer. hit rate 5.2% among 81,000. AID 1794768
SK-OV-3 = SK-OV-3 ovarian cancer cells. hit rate 3.2% among 80,000
SN12C = SN12C renal cancer cells. hit rate 3.8% among 81,000
786-0 = 786-0 renal cancer cells; hit rate 5.1% among 81,000
IGROV1 = IGROV1 ovarian cancer. hit rate 4.7% among 79,000
ACHN = ACHN renal cancer; hit rate 4.9% among 81,000
TK-10 = TK-10 renal cancer cells. hit rate 3.9% among 81,000
RXF 393 = RXF 393 renal cancer cells | hit rate 6.9% among 77,000 | AID 1794773
* marks the source's active call; other numbers are inactive results; · = no result given; & = joins results of further samples; [ ] = dose if it differs, or a comment. How the source made its calls: active means growth percent below 10; inactive means the rest.

SMILES	UO-31	SK-OV-3	SN12C	786-0	IGROV1	ACHN	TK-10	RXF 393
COc1cccc(C2(C)Nc3ccccc3-c3nc4ccccc4n32)c1 (centres undefined)	94	104	100	101	101	102	106	111
CCC[N+](CCC)(CCC)Cc1ccccc1	88	103	105	107	110	109	110	117
CSc1ncnc2[nH]ccc12	93	110	101	100	118	105	100	102
Cc1ccc2c(=O)c(C(=O)O)c[nH]c2n1	95	103	109	100	115	111	107	124
COc1ccc(-c2cc(=O)c3cccc(CC(=O)O)c3o2)cc1	73	104	101	·	96	105	100	115
CC(=O)OCC(OC(C)=O)C(OC(C)=O)C1OC(Oc2ccccc2)C(OC(C)=O)C1OC(C)=O (centres undefined)	94	105	99	100	107	101	91	106
Cc1ccc(-c2csc(N/N=C/c3c(C)nn(-c4ccccc4)c3-n3ccnc3)n2)cc1	58	94	81	96	96	86	95	87
FC(F)CC(OCc1ccccn1)c1ccc2ccccc2c1 (centres undefined)	89	93	95	101	100	101	99	94
COc1cc(-c2cc(-c3cc4c([nH]c5ccccc54)c(-c4cc(OC)c(OC)c(OC)c4)n3)cc(-c3ccccc3)n2)cc(OC)c1OC	37	91	55	80	75	63	·	73
O=C1Cn2c(nc3ccccc32)N1	64	105	95	101	·	96	120	118
CCOC(=O)c1cnc(N)nc1-c1ccccc1	84	97	94	97	138	106	102	127
CC(=O)Oc1cc(OC(C)=O)c2oc(=O)c(-c3ccccc3)cc2c1	77	91	89	100	92	95	97	82
O=C1c2ccccc2C(=O)c2cc(S(=O)(=O)O)ccc21	92	106	101	114	124	102	100	116
Cc1nc(N)[nH]c(=O)c1Br	98	111	104	105	135	107	115	107
COc1ccc(C)cc1-c1cc2ccccc2c(=O)o1	65	72	87	92	86	99	98	90
CC(O)CN(Cc1cc(O)c(CN(CC(C)O)CC(C)O)cc1O)CC(C)O (centres undefined)	88	102	100	107	103	99	134	104
COC(=O)CCCCCCCCCCC(=O)c1ccccc1	86	121	107	102	104	99	105	109
O=C(c1ccc(-c2ccccc2)cc1)c1cccc(Br)c1	83	91	94	91	82	97	93	97
CCOC(=O)CN1CCSC1=NC(=O)c1ccc(Cl)cc1	76	105	102	103	92	97	110	97
O=C1CCS(=O)(=O)CC1	84	89	101	100	93	98	103	120
COc1ccc(/C(C)=N/NC(=O)CSc2nc3ccccc3c(=O)n2Cc2ccc(S(N)(=O)=O)cc2)cc1OC	79	120	96	103	105	101	98	96
CCOC(=O)c1cccc(NC(=O)CN2CCOCC2)c1	86	113	104	87	99	·	77	116
Cc1ccc(S(=O)(=O)OC2CCN(C(=O)OCc3ccccc3)CC2)cc1	90	104	103	100	109	106	111	96
CCCSC1=NC2C(N(CC)C(=O)N2CC)N1/N=C/C=C/c1ccccc1 (centres undefined)	70	98	98	105	98	102	118	89
CO[C@H]1/C=C/O[C@@]2(C)Oc3c(C)c(O)c4c(c3C2=O)C(=O)C(/C=N/N(c2ccccc2)c2ccccc2)=C(NC(=O)/C(C)=C\C=C\[C@H](C)[C@H](O)[C@@H](C)[C@@H](O)[C@@H](C)[C@H](OC(C)=O)[C@@H]1C)C4=O	-19*	12	-49*	3.9*	-16*	-33*	-1.7*	-62*
CCCCCCC(C)C(CC)(C(=O)OCC)C(=O)OCC (centres undefined)	92	103	97	104	106	104	95	100
Cc1cc(O)cc(C)c1SC#N	83	97	·	97	102	73	88	96
Cc1ccc(C)c(C(S)C(=O)O)c1 (centres undefined)	84	111	98	105	106	109	103	109
CN(C)c1ccc2nc3ccc(=[N+](C)C)c([N+](=O)[O-])c-3sc2c1	52	59	40	32	20	28	71	80
C=CCNc1ncnc2c1cnn2C	92	104	114	107	110	102	108	129
CCOc1ccccc1N	99	120	104	106	103	104	114	142
Oc1ccc(OCc2ccccc2)cc1	30&35&75	109&89&114	87&86&93	75&55&94	91&103	16&12&99	94&90&109	82&80
CCCCCNCCOC(=O)c1ccc(N)cc1	92	115	100	107	106	105	103	111
CC(=O)Nc1cccnc1	86	99	105	101	100	99	86	121
Clc1ccc(N=Cc2ccc3c(c2)OCO3)c(Cl)c1	68	99	98	108	114	107	111	103
O=C(Nc1ccc(Nc2ncnc3sc4c(c23)CCCC4)cc1)Nc1c(Cl)cccc1Cl	71	100	95	100	86	88	·	94
O=C1Nc2ccc([N+](=O)[O-])cc2/C1=C\c1cccs1	78	109	98	104	108	102	119	92
COC(=O)[C@H](NS(=O)(=O)N(c1ccc(F)cc1)C1CCN(Cc2ccc(F)cc2)CC1)C(C)C	87	106	97	88	99	106	117	108
CC(C)C1(C(C)C)NC(=O)NC1=O	78	108	99	101	99	106	·	107
CC(=O)/C(=C/N1C(=O)CC(=O)NC1=S)C(=O)Nc1ccccc1C	94	95	99	97	109	97	122	105
O=C(c1ccc(-n2c(=O)[nH]c3ccccc3c2=O)cc1)N1CCCCC1	86	133	90	96	102	109	98	119
Cc1ccc(S(=O)(=O)Nc2ccc3nc(C)oc3c2)cc1	77	86	84	91	108	91	·	103
COc1cc(OC)c(/C=C/S(=O)(=O)Cc2ccc(OC)c(NCC(=O)NO)c2)c(OC)c1	35	37	19	28	9.4*	28	65	-0.7*
CCOC(=O)CCCCCCCBr	86	107	100	104	97	111	102	102
S=c1[nH]c2cc(-c3ccccc3)ccc2o1	89	110	96	111	85	107	206	·
CCOc1cc(S(=O)(=O)O)ccc1N	84	99	106	92	100	·	83	118
Nc1nc(-c2ccccc2)c(CCCNc2ccccc2)c(=O)[nH]1	82&78	103&107	98&109	104&104	108&102	104&94	102&102	115&101
O=C1C(=O)c2ccccc2C(O)=C1CC1=C(O)c2ccccc2C(=O)C1=O	76	90	110	81	115	96	105	111
COC(=O)C1Sc2ccc3nsnc3c2NC1=O (centres undefined)	77	79	104	101	92	92	100	111
Nc1ncnc2c1N=C(c1cccc(Nc3ccncc3)c1)CC(c1ccc(Cl)cc1)N2 (centres undefined)	69	72	84	69	84	98	108	57

Rewritten with two lines to a compound: part of the list above.
Values run as follows: UO-31	SK-OV-3	SN12C	786-0	IGROV1	ACHN	TK-10	RXF 393
CC(C)C1(C(C)C)NC(=O)NC1=O
  78	108	99	101	99	106	·	107
CC(=O)/C(=C/N1C(=O)CC(=O)NC1=S)C(=O)Nc1ccccc1C
  94	95	99	97	109	97	122	105
O=C(c1ccc(-n2c(=O)[nH]c3ccccc3c2=O)cc1)N1CCCCC1
  86	133	90	96	102	109	98	119
Cc1ccc(S(=O)(=O)Nc2ccc3nc(C)oc3c2)cc1
  77	86	84	91	108	91	·	103
COc1cc(OC)c(/C=C/S(=O)(=O)Cc2ccc(OC)c(NCC(=O)NO)c2)c(OC)c1
  35	37	19	28	9.4*	28	65	-0.7*
CCOC(=O)CCCCCCCBr
  86	107	100	104	97	111	102	102
S=c1[nH]c2cc(-c3ccccc3)ccc2o1
  89	110	96	111	85	107	206	·
CCOc1cc(S(=O)(=O)O)ccc1N
  84	99	106	92	100	·	83	118
Nc1nc(-c2ccccc2)c(CCCNc2ccccc2)c(=O)[nH]1
  82&78	103&107	98&109	104&104	108&102	104&94	102&102	115&101
O=C1C(=O)c2ccccc2C(O)=C1CC1=C(O)c2ccccc2C(=O)C1=O
  76	90	110	81	115	96	105	111
COC(=O)C1Sc2ccc3nsnc3c2NC1=O (centres undefined)
  77	79	104	101	92	92	100	111
Nc1ncnc2c1N=C(c1cccc(Nc3ccncc3)c1)CC(c1ccc(Cl)cc1)N2 (centres undefined)
  69	72	84	69	84	98	108	57

Going on with the list.
SMILES	UO-31	SK-OV-3	SN12C	786-0	IGROV1	ACHN	TK-10	RXF 393
CN1C(=O)c2ccc(NC(=O)COc3cccc4ccccc34)cc2C1=O	65	119	104	106	102	102	140	·
CS(=O)(=O)c1ccc(-n2nc(-c3ccc(Br)cc3)c3ccccc3c2=O)cc1	68	94	102	121	109	96	105	97
O=C(c1nc2ccccc2[nH]1)C1C(c2ccc(C(F)(F)F)cc2)C2CC3CCCC[C@H]3N2[C@@]12C(=O)Nc1cc(Cl)ccc12 (some centres undefined)	26	80	65	62	43	57	61	65
CC(=O)OCc1ccc(C)cc1C	94	114	97	100	117	98	98	111
COc1cc(C2C(C#N)=C(N)N(c3ccc(OC(F)(F)F)cc3)C3=C2C(=O)CC(C)(C)C3)cc(OC)c1O (centres undefined)	75	92	90	98	88	97	104	96
CCN(CC)c1ccc(/C=N/NC(=O)c2ccc(NS(C)(=O)=O)cc2)cc1	16	35	38	14	21	11	48	12
Cc1noc(C)c1CN1CCN2C(=O)c3ccc(-c4ccccc4)cc3OCC[C@@H]3CC[C@H](O)[C@@H](CNC(=O)[C@@H]2C1)O3	88	120	104	97	105	113	98	91
Cc1ccc2cccc(O)c2n1	77	102	102	111	104	95	116	125
CNC(=O)Nc1ccc(Nc2cc(-c3ccc(-n4cccn4)cc3)[nH]n2)c(C)c1	85	107	101	111	108	109	138	141
O=C(O)c1ccc(NO)cc1	93	90	93	95	110	·	89	112
CCC(CCOc1ccccc1)(C(=O)O)C(=O)O	94	107	104	101	104	101	102	118
NC(=O)[C@@H]1Cc2ccccc2CN1C(=O)c1ccc2c(c1)Cc1ccccc1-2	61	108	92	98	90	90	93	92
Cc1ccc(C(=O)NCCNc2nccc(-c3c(-c4cccc(F)c4)nc4sccn34)n2)cc1	23	64	47	61	23	29	76	40
Nc1ccc2c(c1)Cc1cc(F)ccc1-2	55	92	92	99	83	88	117	120
Cc1ccc(-c2cnc3sc4c(-c5ccc(Br)cc5)n[nH]c(=O)c4n23)cc1	81	88	100	100	85	95	130	127
CCCCCCCCn1ncc2c(Nc3cccc(Br)c3)ncnc21	77	108	93	96	90	103	125	112
O=C1CSC(c2c(F)cccc2Cl)N1NC(=O)C(O)(c1ccccc1)c1ccccc1 (centres undefined)	·	101	94	97	72	100	113	·
Cc1[nH]c(C(=O)Nc2ccc(C(=O)NCC(=O)O)cc2OC2CCNCC2)c(Cl)c1Cl	97	106	97	108	110	112	104	116
CN1CCN(c2ccc(Nc3ncc(Cl)c(NC[C@@H]4CCCO4)n3)cc2)CC1	-16*	29	28	26	23	1.8*	24	-32*
COc1ccc(C2[C@@H](Cl)C(=O)N2c2cc(OC)c(OC)c(OC)c2)cc1Cl (some centres undefined)	45	-0.1*	29	5.5*	33	34	64	-2.3*
Nc1ncnc2ocnc12	92	109	106	102	99	104	76	126
COC(=O)C1=NN(c2ccccc2)C2N1c1ccccc1N1C(C(=O)OC)=NN(c3ccccc3)C21C (centres undefined)	67	103	106	100	17	98	127	101
C#CCNC(=O)[C@]1(C)CCC[C@]2(C)[C@H]3C[C@H]4C(C(C)C)=C[C@]3(CC[C@H]21)[C@@H]1C(=O)CCC(=O)[C@@H]14	78	99	88	94	80	99	95	95
COc1cc(C=NNC(=O)c2ccc3nc(-c4c(C)nn(-c5ccccc5)c4N4CCOCC4)[nH]c3c2)ccc1O	79	122	99	116	103	104	134	136
COc1ccccc1\C=N/N=C(N)/C(N)=N\N=C/c1ccccc1OC	102	120	127	119	105	102	112	107
S=C(Nc1ccccc1)N1CCCCC1	88	107	102	102	100	94	109	109
O=C(CNC(=O)c1cccc2ccccc12)Nc1ccccc1Cc1ccccc1	61[5 µM]	45[5 µM]	56[5 µM]	45[5 µM]	53[5 µM]	57[5 µM]	50[5 µM]	47[5 µM]
CC(=O)Oc1cc(Cl)ccc1Cc1ccc(Cl)cc1OC(C)=O	57	111	73	106	89	78	85	98
Cc1ccccc1NC(=S)NN	98	109	104	109	116	115	109	115
COC(=O)[C@@H](CC(C)C)NS(=O)(=O)N(c1cccc(F)c1)C1CCN(Cc2ccc(C(F)(F)F)cc2)CC1	59	81	88	71	76	95	89	·
CCOc1ccc(NC(=O)NCCN2CCN(C(=O)Nc3ccc(OCC)cc3)CC2)cc1	81	93	88	108	91	101	107	135
NC(N)=NS(=O)(=O)c1ccc(N=Nc2c(N)nn(-c3ccc([N+](=O)[O-])cc3[N+](=O)[O-])c2N)cc1	83	91	101	103	103	101	120	89
Cc1cc(C2=NNC(=O)Cc3cc4c(cc32)OCCO4)ccc1N	80	99	100	96	78	96	101	103
CCOc1cccc(N)c1	96	·	105	102	112	104	·	106
CN1CCN(c2ccc3cc(-c4nc5ccccc5[nH]4)c(=O)oc3c2)CC1	65	101	94	105	80	89	119	108
CCCCCCCCCCCCCCCC(=O)OCCCCCCCCCCC	91	113	116	102	115	103	118	110
O=C(Cn1c(=O)[nH]c2ccccc2c1=O)NCc1n[nH]c(=S)o1	84	103	95	95	105	99	98	99
C=CCc1c(N(C)c2ccc(C)cc2)ncnc1-n1cnc2ccccc21	86	101	91	91	·	98	105	102
CCCc1cc2cc(-n3nc(C)c4c3CC(C)(C)CC4=O)cc(NC3CCS(=O)(=O)CC3)c2c(=O)[nH]1	56	·	41	60	52	32	46	33
CCOC(=O)Nc1ccccn1	99&99	102&100	103&115	104&107	120&129	102&106	91&120	119&117
CC(=O)Nc1c(Cl)cccc1[N+](=O)[O-]	99	102	105	102	104	95	99	101
S=C(NCc1ccccc1)N1CCC(CCCC2CCN(C(=S)NCc3ccccc3)CC2)CC1	84	100	97	101	117	93	108	107
CCC/C(=C(\C)c1ccccc1)c1ccccc1	90	106	99	101	100	105	91	109
c1ccc(COCC[P+](c2ccccc2)(c2ccccc2)c2ccccc2)cc1	47	-0.4*	5.4*	17	-8.1*	45	8.1*	30
COc1ccc(-c2nn(-c3ccccc3)cc2C2C(C(=O)Nc3ccccn3)=C(C)NC(C)=C2C(=O)Nc2ccccn2)cc1	74	104	86	93	88	100	123	119
